# VP16 counter = inhibits Gal4-VP16 luciferase reporter, ROR gamma counter-screen; Drosophila S2 Gal4-VP16 UAS-luciferase, luminescence, 20 h; Potency, µM (highest dose often 53.6 µM), for the others: top-dose activity, negative = inhibition, actives largely listed as inhibitors; 3.5% of 310,000 active; AID 2546;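 note: Gal4-VP16 expression switched on by copper sulfate through the metallothionein promoter; potency is the fitted concentration of half-maximal effect; % is set by controls: 0 for no effect and ±100 for the full control effect; nearly all actives have a fitted effect of over 50% in size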
# NPC1 prom act = NPC1 promoter activation. AID 485313. 2.4% of 320,000 active. Huh7 NPC1 promoter luciferase reporter, 24 h. Potency, µM (highest dose often 9.22 µM), without a hit: top-dose activation, hits mostly activators;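 note: potency is the fitted concentration of half-maximal effect; % of control where 0% means no effect; nearly all actives have a fitted effect of over 60% in size; reporter is driven by a mutant NPC1 promoter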
#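 Luminescence read-out of NPC1 promoter-driven luciferase in stably transfected Huh7 cells; compounds delivered in DMSO and left 24 h at 37C, 5% CO2, qHTS titration format.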
# Rab9 prom act = activates the Rab9 promoter; Huh7 Rab9 promoter-luciferase reporter, luminescence, 24 h; Potency, µM (doses to about 9.22 µM), for inactives: top-dose activation, negative = inhibition, most hits filed as activators; 2.8% of 320,000 active; AID 485297; note: potency is the fitted concentration of half-maximal effect; % of control where 0% means no effect; nearly all actives have a fitted effect of over 60% in size
#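 Huh7 reporter line, Rab9 promoter upstream of luciferase. Compound exposure 24 h at 37 °C in reduced-serum medium with 10% FBS. Read-out: luminescence.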
# ELG1 repair inh = ELG1-dependent DNA repair inhibition; AID 504467; HEK293T ELG1-luciferase reporter, luminescence, 16 h; DNA damage induced by 5-fluorouridine; Potency, µM (doses to about 46.1 µM), without a hit: at the top dose activity change, negative = inhibition, hits mostly inhibitors; 2.3% of 330,000 active; note: potency is the fitted concentration of half-maximal effect; % is set by controls: 0 for no effect and ±100 for the full control effect; nearly all actives have a fitted effect of over 55% in size
#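 Reporter activity after DNA damage by 5-fluorouridine is monitored. Compound-treated cells incubate 16 hr at 37 °C, then ONE-Glo is added for 30 min before luminescence reading.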
# p53 reactivator = restores transcriptional activity of mutant p53. H1299 p53-A138V BP100-luciferase reporter, luminescence, 24 h. Potency, µM (top dose mostly 92.2 µM), for inactives: top-dose activity change, positive = activation, hits mostly activators. 0.063% of 320,000 active; note: potency is the fitted concentration of half-maximal effect; % of control where 0% means no effect; nearly all actives have a fitted effect of over 45% in size
#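 H1299 (p53-null), stable ts p53-A138V + BP100-Luc; 1000 cells/well, Opti-MEM/10% FBS; cpd 4 pt, 1:5; 24 h, 37 deg C, 5% CO2; detection reagent 10 min RT; luminescence.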
# FLuc modulator = counter-screen for miR-21 project: firefly luciferase inhibitors or activators; P08659; AID 588342; Potency, µM (doses to about 57.5 µM), for inactives: at the top dose activity change, negative = inhibition, most hits filed as inhibitors; 6.9% of 360,000 active; purified FLuc, Km substrates, luminescence inhibition;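 note: potency is the fitted concentration of half-maximal effect; plate controls were vehicle for no effect and reference inhibitor for full effect; nearly all actives have a fitted effect of over 55% in size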
# Target sequence (P08659 whole entry, looked up): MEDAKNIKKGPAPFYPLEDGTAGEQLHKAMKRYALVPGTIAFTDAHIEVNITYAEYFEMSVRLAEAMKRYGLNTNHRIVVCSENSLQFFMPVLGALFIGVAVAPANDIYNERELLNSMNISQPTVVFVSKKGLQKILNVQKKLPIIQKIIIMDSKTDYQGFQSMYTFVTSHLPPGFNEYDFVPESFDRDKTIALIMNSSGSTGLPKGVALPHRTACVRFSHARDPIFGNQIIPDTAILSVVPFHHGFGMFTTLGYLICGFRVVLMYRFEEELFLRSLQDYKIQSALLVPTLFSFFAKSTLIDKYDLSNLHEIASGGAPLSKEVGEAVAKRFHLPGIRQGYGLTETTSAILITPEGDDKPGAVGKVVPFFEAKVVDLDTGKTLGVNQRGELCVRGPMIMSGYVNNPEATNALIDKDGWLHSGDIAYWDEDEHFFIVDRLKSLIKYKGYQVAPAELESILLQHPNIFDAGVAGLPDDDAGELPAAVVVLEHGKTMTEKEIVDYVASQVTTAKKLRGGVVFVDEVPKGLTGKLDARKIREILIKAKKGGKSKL
#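 Purified P. pyralis luciferase, 10 nM final, with Km-level 10 uM D-luciferin and 10 uM ATP in 50 mM Tris acetate pH 7.5, 10 mM Mg acetate, 0.01% Tween-20, 0.05% BSA; 6-point qHTS titration about 60 µM downward; luminescence read.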
# ELG1 genotox = induces genotoxicity in HEK293T cells with luciferase-tagged ELG1; HEK293T ELG1-luciferase reporter, luminescence, 16 h; Potency, µM (top dose mostly 46 µM), for the others: top-dose activity change, positive = activation, hits mostly activators; 1.3% of 330,000 active; note: potency is the fitted concentration of half-maximal effect; % of control where 0% means no effect; nearly all actives have a fitted effect of over 60% in size
#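 Screening used a luciferase reporter fused to human ELG1 in HEK293T cells. Luminescence was read on a CCD plate imager after 16 hr exposure and 30 min ONE-Glo incubation.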
# Tb PFK block = blocks T. brucei phosphofructokinase; T. brucei PFK, ADP-Glo luminescence; Potency, µM (doses to about 57.5 µM), for the others: at the highest dose activity, negative = inhibition, most hits filed as inhibitors; 0.17% of 330,000 active; AID 485367;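 note: potency is the fitted concentration of half-maximal effect; 0% = uninhibited 1x PFK enzyme wells and -100% = no-enzyme wells; nearly all actives have a fitted effect of over 60% in size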
# Target sequence (O15648 whole entry, looked up): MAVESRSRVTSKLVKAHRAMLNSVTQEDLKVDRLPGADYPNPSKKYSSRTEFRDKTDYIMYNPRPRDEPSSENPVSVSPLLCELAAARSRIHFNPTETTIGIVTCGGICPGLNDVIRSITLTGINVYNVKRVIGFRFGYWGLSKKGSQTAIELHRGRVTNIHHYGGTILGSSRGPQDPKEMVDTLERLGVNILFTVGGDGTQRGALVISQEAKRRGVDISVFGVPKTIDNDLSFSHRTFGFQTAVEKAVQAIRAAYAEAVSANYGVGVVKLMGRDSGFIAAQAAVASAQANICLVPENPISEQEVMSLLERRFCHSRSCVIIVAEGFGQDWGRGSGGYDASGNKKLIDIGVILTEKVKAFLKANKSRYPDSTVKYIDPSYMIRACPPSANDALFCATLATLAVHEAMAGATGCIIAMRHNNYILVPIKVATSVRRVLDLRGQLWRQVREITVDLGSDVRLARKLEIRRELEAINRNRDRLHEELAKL
#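 In TEA buffer at pH 8.0 with 5 mM MgCl2, enzyme (1.25 nM) converted F6P (0.5 mM) and ATP (0.1 mM) for 45 min at room temperature. ADP product was read by luciferase luminescence.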
# BRCA1 expr act = activators of BRCA1 expression | Potency, µM (top dose mostly 46.1 µM), for inactives: at the highest dose activation, hits mostly activators | MCF7-BRCA1-FFLuc reporter, luminescence, 48 h; response scale: scaled: vehicle 0%, 10 µM genistein 100% | 1.1% of 380,000 active; note: potency is the fitted concentration of half-maximal effect; nearly all actives have a fitted effect of over 80% in size; some results filed as inactive show a strong effect at the top dose
#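 Quantitative HTS in MCF7 cells stably reporting BRCA1 expression via firefly luciferase. Compound treatment lasts 48 h at 37 °C in phenol-red free MEM. Activation is expressed relative to genistein at 10 microM and DMSO.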
# TRPV1 ag = agonists of human vanilloid receptor 1 (TRPV1). Q8NER1. TRPV1-expressing cells, Fluo-8 calcium influx, agonist mode. activation, % at 8.33 µM. 0.19% of 320,000 active. AID 540275; in the data active = activation above about 80%; inconclusive = between about 30% and that limit; note: 0% is about no effect
#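 Fluo-8 calcium influx in TRPV1-expressing cells, kinetic read (ex 480/em 520 nm). Compound added and read 3 min for agonist activity, followed by capsaicin at EC20 final and 2 min further read for enhancement.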
# RORg inh = ROR gamma (mouse) transcription inhibition. P51450. Drosophila S2 Gal4-RORgamma UAS-luciferase reporter, 20 h. Potency, µM (highest dose often 53.6 µM), inactives show top-dose activity change, negative = inhibition, usual class: inhibitors. 5.4% of 310,000 active. AID 2551; note: potency is the fitted concentration of half-maximal effect; % is set by controls: 0 for no effect and ±100 for the full control effect; nearly all actives have a fitted effect of over 60% in size
#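 Drosophila Schneider cells stably carrying a metallothionein-driven Gal4 DBD–ROR gamma fusion and a UAS-Photinus luciferase reporter were exposed to compound for 1 hr, then induced with copper sulfate (700 uM final) for 20 hr at ambient temperature before luminescence reading.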
# Numbers without * were called inactive; ? = inconclusive; · = no result given; [ ] = remark or other dose. Unless noted, calls come from the whole dose curve; as a rule, active = well fitted curve in the direction sought with a large enough effect; inconclusive = small, poorly fitted or top-dose-only effect, or another doubt; inactive = no such curve, though single readings can be large; an effect the other way counts as inactive or inconclusive.
# Sequence of screens – VP16 counter	NPC1 prom act	Rab9 prom act	ELG1 repair inh	p53 reactivator	FLuc modulator	ELG1 genotox	Tb PFK block	BRCA1 expr act	TRPV1 ag	RORg inh
1: CC(=O)Nc1ccccc1P(=O)(c1ccccc1)c1ccccc1OC(C)=O (stereo not given)
 : -8%	0%	1%	?	-3%	1%	1%	-15%	-7%	1	0%
2: Cc1cc(NC(=O)CN2CCCC2c2nc3ccccc3s2)no1 (stereo not given)
 : 0%	1%	-4%	-1%	2%	-4%	1%	1%	-5%	12	-8%
3: N/C(Cc1ccc(Cl)cc1Cl)=N\OC(=O)Cc1ccc(Cl)cc1
 : ?	0%	0%	15%	4%	-1%	3%	0%	3%	1	-8%
4: Cc1noc(C)c1COC(=O)CCCNC(=O)c1ccc(Cl)cc1
 : -4%	0%	0%	-15%	-2%	-2%	-7%	-3%	3%	19	16%
5: O=C(NC1CCCCC1)C(c1ccncc1)N(Cc1ccccc1)C(=O)c1ccc(-c2ccccc2)[nH]1 (stereo not given)
 : -13%	0%	-3%	-30%	-3%	3%	-7%	-2%	-80%	16	39%
6: CCN(C(=O)C(C)OC(=O)c1nn(-c2ccccc2C(F)(F)F)cc1O)c1ccccc1 (stereo not given)
 : ·	·	·	-4%	-5%	·	1%	-6%	-11%	·	·
7: COc1ccc(C(C)(C)C)cc1NC(=O)C1CC(=O)N(C2CCCC2)C1 (stereo not given)
 : ·	·	·	-18%	-1%	·	-1%	0%	0%	·	·
8: CCCn1c(SCC(=O)/C(C#N)=C(\C)N)n[nH]c1=O
 : 5%	20%	-9%	14%	-3%	1%	0%	1%	12%	-2	-12%
9: CCN(CC)c1ccc(-n2c(C)c(C(C)=O)c(C(C)=O)c2C)cc1
 : 5%	-1%	-2%	10µM*	-2%	-1%	-33%[inhibitor]	-2%	-44%	18	41%
10: CCC(C)(C)c1ccc(OCC(=O)N(C)C)c(C(C)(C)CC)c1
 : ?	-8%	1%	-12%	21%	1%	-4%	1%	-97%[inhibitor]	81*	4%
11: CCN(CCn1cccn1)C(=O)CC1C(=O)NCCN1Cc1cccc(OC)c1OC (stereo not given)
 : 7%	0%	1%	14%	-2%	1%	-2%	-3%	4%	1	-6%
12: Nc1nonc1-c1nc2ccccc2n1Cc1ccc(Cl)cc1
 : -16%	-1%	0%	11%	9%	2%	8%	2%	4%	-2	-19%
13: O=C(Nc1ccc(O)cc1)c1ccc(C(=O)c2ccccc2)o1
 : -10%	?	20%	23%	20%	7.6µM*	9%	-2%	-8%	?	?
14: CC(=O)Nc1nnc(SCc2ccccc2F)s1
 : 10%	27%	?	?	13%	-18%	?	0%	?	1	44%
15: CCOC(=O)c1c(C)n(C)c2ccc(OCC(O)Cn3nc(C)c(Br)c3C)cc12 (stereo not given)
 : -6%	-1%	0%	21µM*	4%	-10%	-9%	5%	-46%	2	4%
16: COc1cc(/C=C(/NC(C)=O)C(=O)O)cc(Cl)c1OCc1ccc(Br)cc1
 : 7%	-2%	0%	0%	2%	?	6%	-3%	-1%	-2	-8%
17: Cc1cc(C(C)(C)C)cc(C)c1S(=O)(=O)N1CC(=O)Nc2ccccc21
 : -17%	-6%	0%	7%	-2%	-2%	-2%	-5%	-23%	7	-23%
18: COc1ccc(-c2c(-c3ccc(S(C)(=O)=O)cc3)sc3ccc(OC)cc23)cc1
 : ·	·	·	-13%	-3%	·	2%	2%	-54%	·	·
19: Cc1ccc(-c2nnc(NCc3ccccc3)c3ccccc23)cc1
 : ?	-1%	0%	?	-11%	-8%	-3%	0%	-99%[inhibitor]	-2	-4%
20: COc1ccc(NC(=S)N(CCCN2CCCCC2)Cc2cccs2)cc1
 : -10%	-2%	-6%	13%	-3%	2%	2%	1%	-20%	3	-12%
21: CCCOc1ccc(CCC(=O)N/N=C/c2ccncc2)cc1
 : ?	0%	-2%	9%	-4%	-24%	5%	2%	30%	?	-27%
22: Nn1c(SCC(=O)Nc2c(F)cc(F)cc2Br)nnc1C1CCCCC1
 : ?	1%	-4%	7%	3%	3%	1%	2%	-6%	2	-3%
23: Cc1cc2cc(CCNC(=O)c3ccc(S(=O)(=O)N4CCOCC4)cc3)c(=O)[nH]c2cc1C
 : 3%	-3%	6%	?	-4%	-8%	-11%	0%	-3%	-1	5%
24: COc1ccc(N2CCN(c3ccc(N4C(=O)COCC4=O)cc3[N+](=O)[O-])CC2)cc1
 : -23%	-4%	-1%	-15%	?	2%	0%	0%	-7%	3	15%
25: NCCSC1CC(=O)N(c2ccc(F)cc2)C1=O (stereo not given)
 : -1%	10%	7%	10%	-1%	-9%	5%	0%	2%	1	13%
26: CCOc1ccc(-c2nnc3sc(COc4ccc(Cl)cc4)nn23)cc1
 : 0%	1%	-5%	16%	0%	-1%	9%	5%	8%	?	-37%
27: Fc1ccc(NC(=S)NCc2ccccn2)cc1
 : ?	1%	18%	15%	2%	1%	2%	5%	12%	0	10µM*
28: Cc1cccc(CN2C(=O)N/C(=C/c3cc(C)n(-c4ccccn4)c3C)C2=O)c1
 : ?	21%	16%	?	0%	?	0%	2%	-1%	3	?
29: CC[C@]12c3[nH]c4ccc(OC)cc4c3CCN1C(=O)C(CC(=O)NC/C=C(\C)CCC=C(C)C)C[C@@H]2C(=O)N1CCN(C(=O)C2CC2)CC1 (stereo not given in full)
 : ·	·	·	-15%	1%	·	2%	2%	-49%	·	·
30: CCCc1ccc(OCCNC(=O)C2CCCCC2)cc1
 : 2%	-7%	0%	-19%	-4%	0%	0%	1%	-4%	?	-38%

# 2 compounds from above, reduced to p53 reactivator:
no. | smiles | p53 reactivator
10 | CCC(C)(C)c1ccc(OCC(=O)N(C)C)c(C(C)(C)CC)c1 | 21%
23 | Cc1cc2cc(CCNC(=O)c3ccc(S(=O)(=O)N4CCOCC4)cc3)c(=O)[nH]c2cc1C | -4%

# Entries listed so far marked active in TRPV1 ag:
item	Structure	NPC1 prom act	Rab9 prom act	p53 reactivator	Tb PFK block	BRCA1 expr act	TRPV1 ag	RORg inh
10	CCC(C)(C)c1ccc(OCC(=O)N(C)C)c(C(C)(C)CC)c1	-8%	1%	21%	1%	-97%[inhibitor]	81*	4%

# Some of these compounds in order of molar mass, low to high.
# Sequence of screens – VP16 counter	NPC1 prom act	Rab9 prom act	ELG1 repair inh	p53 reactivator	FLuc modulator	ELG1 genotox	Tb PFK block	BRCA1 expr act	TRPV1 ag	RORg inh
26: CCOc1ccc(-c2nnc3sc(COc4ccc(Cl)cc4)nn23)cc1
 : 0%	1%	-5%	16%	0%	-1%	9%	5%	8%	?	-37%
1: CC(=O)Nc1ccccc1P(=O)(c1ccccc1)c1ccccc1OC(C)=O (stereo not given)
 : -8%	0%	1%	?	-3%	1%	1%	-15%	-7%	1	0%
16: COc1cc(/C=C(/NC(C)=O)C(=O)O)cc(Cl)c1OCc1ccc(Br)cc1
 : 7%	-2%	0%	0%	2%	?	6%	-3%	-1%	-2	-8%

# Copied from the list:
# For BRCA1 expr act, entry 10 shows -97%[inhibitor]
# For p53 reactivator, entry 1 shows -3%
# For TRPV1 ag, entry 28 shows 3
# For BRCA1 expr act, entry 3 shows 3%

# (more compounds)
# Sequence of screens – VP16 counter	NPC1 prom act	Rab9 prom act	ELG1 repair inh	p53 reactivator	FLuc modulator	ELG1 genotox	Tb PFK block	BRCA1 expr act	TRPV1 ag	RORg inh
31: C=CC[C@H](CC(=O)N(CCO)Cc1ccccc1)C(=O)N[C@H](COC(=O)[C@@H](CC=C)CC(=O)OC(C)(C)C)Cc1ccccc1
 : ·	·	·	?	8%	·	-11%	-3%	-70%	·	·
32: N#CC(C#N)=C1CCc2ccccc2N1
 : -1%	-8%	-9%	-15%	1%	4%	8%	2%	-29%	1	13%
33: CSCc1ccc(C(=O)Nc2cc(C)cc(C)c2)cc1
 : -8%	?	?	?	29%	2.1µM*	?	9%	?	?	-9%
34: CC1CCN(CCOCCOc2ccccc2-c2ccccc2)CC1
 : -3%	0%	-3%	-18%	0%	0%	-8%	-4%	-44%	3	2%
35: Cc1ccc(OCc2cc(C(=O)N3CCN(CC(=O)NC(C)C)CC3)no2)cn1
 : 12%	-1%	0%	?	21%	4%	4%	-8%	0%	1	7%
36: CSc1ccc(NC(=O)Nc2cccn(Cc3ccccc3)c2=O)cc1
 : ?	-5%	-4%	12%	0%	11µM*	14%	5%	-13%	-6	?
